MrgX1 PAM = allosterically activates human MrgX1 receptor signaling; Q96LB2; MrgX1-HEK293, Fluo-4 calcium flux, FDSS; stronger effect = higher value; B-score at 10 µM; 310,000 compounds, 0.63% hits;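 active = plate-corrected calcium response at least 3 library SD above typical, normal starting fluorescence, not activating the receptor alone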;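 also: compound read alongside a low EC10 to EC30 dose of BAM8-22 agonist; peak minus trough fluorescence over baseline measured at the second addition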
Target sequence (Q96LB2 whole entry, looked up): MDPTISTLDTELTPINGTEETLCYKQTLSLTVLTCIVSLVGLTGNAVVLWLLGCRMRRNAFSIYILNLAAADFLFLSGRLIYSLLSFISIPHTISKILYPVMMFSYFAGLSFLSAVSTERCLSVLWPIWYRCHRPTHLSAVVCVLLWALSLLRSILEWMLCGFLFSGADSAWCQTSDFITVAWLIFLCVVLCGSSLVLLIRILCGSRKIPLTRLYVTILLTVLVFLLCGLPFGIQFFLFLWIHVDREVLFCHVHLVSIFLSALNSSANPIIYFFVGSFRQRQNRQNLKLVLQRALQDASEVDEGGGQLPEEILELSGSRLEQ
SKKanGAS inh = inhibitors of SKKanGAS S. pyogenes growth in kanamycin (SK-promoter or general growth effect); BacTiter-Glo, 6 h; inhibition, % at 7.5 µM; 300,000 compounds, 1.3% hits;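 active = mean replicate score, as percent of positive control median, at least 50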;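 also: strain carries kanamycin resistance gene driven by streptokinase promoter and grows in 40 µg/ml kanamycin; loss of luminescence reflects streptokinase promoter inhibition or plain growth inhibition; 0% = median of DMSO wells and 100% = positive control at its reference dose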
TMEM16A inh = mouse TMEM16A channel inhibition, primary screen; Q8BHY3; HEK293 TMEM16A/YFP iodide influx fluorescence, ionomycin; normalized B-score (activity score, 25-100; higher = stronger inhibition) at 10 µM; 310,000 compounds, 1.2% hits; AID 588511;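 active = ratio plate-corrected score three or more library SD toward inhibition, starting fluorescence score within five deviations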;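 also: score derived from kinetic fluorescence span divided by baseline fluorescence per well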
TRPC6 inhibitor = mouse TRPC6 channel inhibition | AID 2553 | 310,000 compounds, 1.1% hits | Q61143 | B-score at 10 µM | HEK293-TRPC6, membrane potential dye, ACh-evoked depolarization; stronger effect = lower value;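 active = B-score under library mean minus 3 SD, initial fluorescence not abnormally high, positive integrated signal ratio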;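 also: B-score derived from integrated fluorescence ratio over the kinetic read; more negative B-score means stronger inhibition of depolarization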
HDAC3 inhib = human HDAC3 inhibition | O15379 | recombinant HDAC3, fluorogenic peptide/trypsin coupled, fluorescence | inhibition, % at 8.3 µM | 320,000 compounds, 0.15% hits | AID 2718; in the data active = inhibition above about 26%, passing the limit was not always enough
Target sequence (O15379 whole entry, looked up): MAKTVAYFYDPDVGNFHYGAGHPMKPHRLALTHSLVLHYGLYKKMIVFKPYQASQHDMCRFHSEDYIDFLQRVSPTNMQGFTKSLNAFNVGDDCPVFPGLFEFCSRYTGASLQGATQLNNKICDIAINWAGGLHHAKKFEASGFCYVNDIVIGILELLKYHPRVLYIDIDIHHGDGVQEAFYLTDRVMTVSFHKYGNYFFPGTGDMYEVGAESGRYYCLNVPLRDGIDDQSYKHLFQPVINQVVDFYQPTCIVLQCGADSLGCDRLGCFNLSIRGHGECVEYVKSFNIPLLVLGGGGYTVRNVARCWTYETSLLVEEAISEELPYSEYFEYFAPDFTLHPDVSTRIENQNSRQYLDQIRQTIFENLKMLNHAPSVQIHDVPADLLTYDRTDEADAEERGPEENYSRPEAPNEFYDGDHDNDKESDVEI
TMEM16A act = activators or potentiators of mouse TMEM16A chloride channel | HEK293 TMEM16A/YFP-H148Q/I152L, iodide quench fluorescence; stronger effect = lower value | 340,000 compounds, 0.3% hits | Q8BHY3 | B-score at 10 µM | AID 623877;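 active = fluorescence-ratio B-score plate-corrected deviation score at least 3 library SD below zero, with starting fluorescence score within 5 deviations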;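 also: channel opened by trigger with iodide after compound preincubation; score built on the fluorescence ratio of max minus min over baseline; more negative score means more quench and so TMEM16A activation or potentiation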
RGS4 act = RGS4 potentiation or activation; HEK293 M3R/inducible RGS4, carbachol calcium flux Fluo4; stronger effect = lower value; B-score at 10 µM; 310,000 compounds, 0.92% hits; AID 463111;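 active = B-score of the integrated calcium signal more than 4 SD below the library mean, with starting fluorescence not abnormally high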;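 also: negative B-score means reduced calcium response which marks RGS4 activation or potentiation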
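System – HEK293 FlpIn-TREx cells, stable M3R, doxycycline-inducible RGS4 · Reagent – ECmax carbachol challenge · Times – compound preincubation 20 min at room temperature before agonist · Technique – Fluo4 fluorescence kinetic imaging of calcium · Measure – B score of integrated Fluo4 ratio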
MrgX1 ag = agonists of human MrgX1 receptor | Q96LB2 | MrgX1-HEK293 cells, Fluo-4 calcium fluorescence, agonist mode; stronger effect = higher value | B-score at 10 µM | 310,000 compounds, 0.44% hits | AID 588627;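 active = calcium response B-score plate-corrected fluorescence ratio at least 3 library SD, with starting fluorescence B-score inside 5 SD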
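Assay system: MrgX1-expressing HEK293 cells / Amount: fifteen thousand cells per well / Doses: test compound in the initial addition of three / Timing: cells plated overnight, dye loaded 0.5 h 37 °C, 0.5 h room temperature / Technique: kinetic calcium dye fluorescence, Fluo-4 NW / Control set: positive and negative controls per plate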
RGS4 block = human RGS4 inhibition. P49798. HEK293 M3R/RGS4 inducible, Fluo-4 calcium flux; stronger effect = higher value; triggered by carbachol at its EC20. B-score at 10 µM. 310,000 compounds, 0.45% hits. AID 463165;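 active = B-score, a plate-corrected calcium signal, over three deviations above library mean, with baseline fluorescence within five deviations of library mean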;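 also: RGS4 expression induced by doxycycline in cells with stable M3 receptor; B-score is computed from the integrated fluorescence ratio over baseline after carbachol; higher B-score means a larger calcium signal and so more RGS4 inhibition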
Target sequence (P49798 whole entry, looked up): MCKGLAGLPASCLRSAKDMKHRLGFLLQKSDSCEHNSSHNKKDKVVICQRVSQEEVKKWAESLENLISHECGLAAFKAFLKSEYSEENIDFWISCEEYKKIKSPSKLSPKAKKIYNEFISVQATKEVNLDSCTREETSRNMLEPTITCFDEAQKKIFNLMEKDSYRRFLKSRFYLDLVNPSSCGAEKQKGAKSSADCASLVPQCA
TRPC6 activator = activates the mouse TRPC6 cation channel. B-score at 10 µM. HEK293-TRPC6 membrane potential dye fluorescence; stronger effect = higher value. Q61143. 310,000 compounds, 0.13% hits;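 active = B-score of the integrated fluorescence ratio above library mean plus 3 SD, and starting fluorescence ratio within library mean plus 5 SD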;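 also: higher score means more depolarization so channel activation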
MrgX1 antagonist = antagonists of human MrgX1 receptor | B-score at 10 µM | MRGX1-HEK293 calcium flux, Fluo-4, BAM8-22 antagonism; stronger effect = lower value | 310,000 compounds, 1.3% hits | AID 588676;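 active = calcium-response B-score plate-corrected more than 3 library SD below zero, starting fluorescence within 5 deviations, no agonist response on first addition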;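 also: peak minus trough fluorescence over baseline after final BAM8-22 challenge near maximal dose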
Numbers without * were called inactive; i = inactive; x = not tested or not shown. The order is random (roughly 6.7% active in at least one column).

SMILES | MrgX1 PAM | SKKanGAS inh | TMEM16A inh | TRPC6 inhibitor | HDAC3 inhib | TMEM16A act | RGS4 act | MrgX1 ag | RGS4 block | TRPC6 activator | MrgX1 antagonist
O=S(=O)(c1c(F)cccc1F)N1CCN(C(=S)NCc2ccc3c(c2)OCO3)CC1 | i | x | i | i | -2 | i | i | i | i | i | i
Cn1c(NC(=O)c2cccc(Cn3cc(Cl)cn3)c2)nc2ccccc21 | i | 16 | i | i | 1 | i | i | i | i | i | i
Cc1ccc(CNC(=O)C(NS(=O)(=O)c2cccc3nsnc23)C(C)C)cc1 (stereo unspecified) | i | -2 | i | i | x | i | i | i | i | i | i
Cc1ccc(C(=O)Nc2ccc3[nH]c(=O)[nH]c3c2)c(C)c1 | i | -4 | i | i | -2 | i | i | i | i | i | i
C=CCNC(=O)CC(=O)N/N=C/c1ccccc1F | i | 16 | i | i | -1 | i | i | i | i | i | i
O=C(Nc1cc2c(oc1=O)CCCC2=O)c1cccc(Cl)c1 | i | -6 | i | i | 2 | i | i | i | i | i | i
Cc1nn(-c2ccccc2)c(Cl)c1C(=O)OC(C)C(=O)NC(=O)NC1CCCCC1 (stereo unspecified) | i | 17 | i | i | 9 | i | i | i | i | i | i
Cc1ccc2c(c1)-c1ncc(C(=O)c3cc(Br)ccc3O)cc1CO2 | i | 46 | i | i | 13 | x | i | i | i | i | i
CCCCOn1c(C)c(C(=O)OCC)c2c3nonc3ccc21 | i | -3 | i | i | -6 | i | i | i | i | i | i
C=CCOc1ccc(NC(=O)C2CC(=O)N(C(C)C)C2)cc1 (stereo unspecified) | i | -8 | i | i | -3 | i | i | i | i | i | i
CC1CCc2sc(C(=O)Nc3ccc(C(N)=O)cc3)cc2C1 (stereo unspecified) | i | -1 | i | i | -11 | i | i | i | i | i | i
O=C(COc1ccccc1Cl)NCCNC(=O)c1cccnc1 | i | 0 | i | i | -4 | i | i | i | i | i | i
CCOC(=O)CCCOC(=O)c1ccc(S(=O)(=O)N(C)C)cc1 | i | 2 | i | i | -4 | i | i | i | i | i | i
CC(C)c1ccc(/C=C/C(=O)NC2=NCCS2)cc1 | i | 40 | i | i | 5 | x | i | i | i | i | i
CCn1nc([N+](=O)[O-])c2c(-c3nc4ccccc4o3)c(N)n(CCCOC)c2c1=O | i | 2 | i | i | -10 | i | i | i | i | i | i
COc1ccc(CN2C(=O)c3ccccc3C2=O)cc1C(=O)Nc1ccccc1N1CCOCC1 | i | 16 | i | i | -1 | i | i | i | i | i | i
CCn1c(SCC(=O)N2CCC(C)CC2)nnc1-c1ccc(S(=O)(=O)N2CCN(C)CC2)cc1 | i | -13 | i | i | -5 | i | i | i | i | i | i
Cc1ccc(NC(=O)N2CCN(C)CC2)cc1NC(=O)N1CCN(C)CC1 | i | -10 | i | i | 3 | i | i | i | i | i | i
Cc1cc(C)nc(NS(=O)(=O)c2ccc(NC(=O)CSc3ncn[nH]3)cc2)n1 | i | -1 | i | i | -2 | i | i | i | i | i | i
CCCCN(C(=O)Cn1ncc(Cl)c(Cl)c1=O)c1c(N)n(CC(C)C)c(=O)[nH]c1=O | i | -6 | i | i | -3 | i | i | i | i | i | i
COc1cccc(C(=O)N2CCN(C(=O)C3CC3)CC2)c1 | x | 0 | x | i | x | i | i | x | i | i | x
CCOC(=O)c1cccc(NC(=O)C2CCN(c3ncnc4c3nc3n4CCCCC3)CC2)c1 | i | 6 | i | i | -1 | i | i | i | i | i | i
Cn1cc2ccc([N+](=O)[O-])cc2n1 | i | 1 | i | i | -5 | i | i | i | i | i | i
CC(C)(C)c1cc[n+](C2=C([O-])c3ccccc3C(=O)/C2=N\S(=O)(=O)c2ccccc2)cc1 | i | 86* | i | i | 7 | i | i | i | i | i | i
O=S(=O)(Nc1ccccc1)c1cccc2nsnc12 | i | -7 | i | i | 2 | i | i | i | i | i | i

(listing goes on)
SMILES | MrgX1 PAM | SKKanGAS inh | TMEM16A inh | TRPC6 inhibitor | HDAC3 inhib | TMEM16A act | RGS4 act | MrgX1 ag | RGS4 block | TRPC6 activator | MrgX1 antagonist
O=C(NC1CCCC1)c1nc2c(nnn2Cc2cccc(Cl)c2)c(=O)[nH]1 | i | 21 | i | i | 1 | x | i | i | i | i | i
Cc1ccccc1N(CC(=O)NC1CCCCC1)C(=O)c1csnn1 | i | 0 | i | i | 0 | i | i | i | i | i | i
COc1ccc(-c2c(C(F)(F)F)[nH]n3c(=O)cc(-c4ccccc4)nc23)cc1 | i | 56* | 100* | i | -12 | i | i | i | i | i | i
NC(=O)CN1CCCN(S(=O)(=O)c2ccc(Br)cc2)CC1 | i | 0 | i | i | 3 | i | i | i | i | i | i
COC(c1ccccc1)c1nnc(CCC(=O)NCc2cccc(-n3cccn3)c2)o1 (stereo unspecified) | i | -4 | i | i | -1 | i | i | i | i | i | i
CC1CCCCC1NC(=O)c1cccc(S(=O)(=O)N2CCN(Cc3ccccc3)CC2)c1 (stereo unspecified) | i | -3 | i | i | 6 | i | i | i | i | i | -6.1*
Cc1ccc(/C=C(\C#N)c2nn(-c3ccccc3)c(N)c2C#N)cc1 | i | 27 | i | i | 4 | i | i | i | i | i | i
CCOc1cc(-c2sc(Nc3ccccc3)n[n+]2-c2ccc(F)cc2)ccc1OC | i | 2 | i | i | 9 | i | i | i | i | i | i
O=C(CSc1ccccc1)NCCSCc1ccccc1 | i | -11 | i | i | -2 | i | i | i | i | i | i
O=C(Nc1cccc(Cl)c1)C1C2C=CC3(O2)C1C(=O)N(CCN1CCCCC1)C3C(=O)NC1CCCCC1 (stereo unspecified) | i | -1 | i | i | -3 | i | i | i | i | i | i
Cc1nn(-c2nc3ccccc3s2)c(C)c1Oc1ccccc1O | i | 41 | i | i | 10 | i | i | i | i | i | i
CC(NC(=O)c1cccnc1)c1ccc2c(c1)OCO2 (stereo unspecified) | i | 1 | i | i | -5 | i | i | i | i | i | i
Cc1sc(NC(=O)c2cccs2)c(C(N)=O)c1C | i | -14 | i | i | -4 | i | i | i | i | i | i
O=C(CCCc1ccccc1)NCCC1=CCCCC1 | i | -2 | i | i | -4 | i | i | i | i | i | i
N/C(=N\OC(=O)Cc1ccc(Cl)cc1)c1cccnc1 | i | 2 | i | i | 0 | i | i | i | i | i | i
O=C(N[C@@H](Cc1ccccc1)C(=O)OCc1ccccc1)c1nc[nH]c1C(=O)NCc1ccccc1 | i | 29 | i | i | 8 | i | i | i | i | i | i
O=C(CN(Cc1ccc(F)cc1)C(=O)Cn1nnc2ccccc21)NCC1CCCO1 (stereo unspecified) | 17* | -1 | i | i | -5 | i | i | i | i | i | i
CCOc1ccc(S(=O)(=O)Nc2ccc(C(=O)NCC(c3ccccc3)N(C)C)cc2)cc1 (stereo unspecified) | i | -3 | i | i | 2 | i | i | i | i | i | i
O=C(NCCCn1ccnc1)c1cc2c(s1)CCCCC2 | i | x | i | i | 2 | i | i | i | i | i | i
COc1ccc(-n2c(Cc3cccn3C)nnc2SCC(=O)NCCc2ccccc2)cc1 | i | -7 | i | i | -5 | i | i | i | i | i | i
COc1ccc(OC)c(C2c3c(oc4ccccc4c3=O)C(=O)N2CCCN(C)C)c1 (stereo unspecified) | i | 0 | i | i | 5 | i | i | i | i | i | i
Cc1ccc(NCC(=O)N/N=C/c2ccc(OC(=O)c3ccco3)cc2)cc1 | i | 9 | i | i | 16 | i | i | i | i | i | i
COc1ccc(-c2cc3c(=O)n(CC(=O)NCc4ccc(Cl)cc4)ncn3n2)cc1 | i | -1 | i | i | -1 | i | i | i | i | i | i
CCOc1ccc(C2C(C(=O)c3ccco3)=C(O)C(=O)N2CCCn2ccnc2)cc1OCC (stereo unspecified) | i | -1 | i | i | 9 | i | i | i | i | i | i
Cc1ccc(C(=O)Nc2ccc(F)cc2)cc1NC1=NC2CS(=O)(=O)CC2S1 (stereo unspecified) | i | -1 | i | i | 5 | i | i | i | i | i | i

Not a retest: entries from further up.
SMILES | MrgX1 PAM | SKKanGAS inh | TMEM16A inh | TRPC6 inhibitor | HDAC3 inhib | TMEM16A act | RGS4 act | MrgX1 ag | RGS4 block | TRPC6 activator | MrgX1 antagonist
O=C(NC1CCCC1)c1nc2c(nnn2Cc2cccc(Cl)c2)c(=O)[nH]1 | i | 21 | i | i | 1 | x | i | i | i | i | i
Cc1ccccc1N(CC(=O)NC1CCCCC1)C(=O)c1csnn1 | i | 0 | i | i | 0 | i | i | i | i | i | i

Profiles from above. Screens in order: MrgX1 PAM, SKKanGAS inh, TMEM16A inh, TRPC6 inhibitor, HDAC3 inhib, TMEM16A act, RGS4 act, MrgX1 ag, RGS4 block, TRPC6 activator, MrgX1 antagonist
Entry for N/C(=N\OC(=O)Cc1ccc(Cl)cc1)c1cccnc1 = i, 2, i, i, 0, i, i, i, i, i, i
Entry for O=C(Nc1cccc(Cl)c1)C1C2C=CC3(O2)C1C(=O)N(CCN1CCCCC1)C3C(=O)NC1CCCCC1 (stereo unspecified) = i, -1, i, i, -3, i, i, i, i, i, i
Entry for Cc1ccc(NCC(=O)N/N=C/c2ccc(OC(=O)c3ccco3)cc2)cc1 = i, 9, i, i, 16, i, i, i, i, i, i
Entry for Cc1sc(NC(=O)c2cccs2)c(C(N)=O)c1C = i, -14, i, i, -4, i, i, i, i, i, i

Going on with the list.
SMILES | MrgX1 PAM | SKKanGAS inh | TMEM16A inh | TRPC6 inhibitor | HDAC3 inhib | TMEM16A act | RGS4 act | MrgX1 ag | RGS4 block | TRPC6 activator | MrgX1 antagonist
O=C1NC2(CCCCCC2)C(=O)N1Cc1cccc(Cl)c1 | i | 0 | i | i | -3 | i | i | i | i | i | i
O=C(O)/C=C/c1cnc2ccccc2c1 | i | x | i | i | 8 | i | i | i | i | i | i
O=C1N/C(=N/O)S/C1=C\c1ccccc1-n1cccn1 | i | -1 | i | i | 6 | i | i | i | i | i | i
Cc1ccccc1-c1cc(C(=O)NCc2cccs2)nn1CC1CC(c2cccc([N+](=O)[O-])c2)=NO1 (stereo unspecified) | i | x | i | x | 8 | i | x | i | x | x | i
Cc1cc(C#N)c(C)n1-c1cc(S(=O)(=O)N2CCOCC2)ccc1N1CCCC1 | i | 3 | i | i | 8 | i | i | i | i | i | i
Cc1ccc(N2CC(C(=O)NCc3cccs3)CC2=O)cc1 (stereo unspecified) | i | -1 | i | i | 3 | i | i | i | i | i | i

Compound activity deposited in PubChem BioAssay by several laboratories.
